# Bioassay records: PubChem BioAssay, several laboratories
# CTSL1 counter = cathepsin L1 inhibition, PFM18AAP counter-screen; AID 1906; recombinant F. hepatica cathepsin L1, Z-Leu-Arg-MCA fluorescence; inhibition, % at 5.96 µM; 0.49% of 300,000 active;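 active = inhibition above the mean of all tested compounds plus 3 SD, set per screening campaign, cut at about 17% in these data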;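 also: 0% = plate median of test compound wells and 100% = 1 µM Z-Phe-Ala-diazomethylketone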
# JMJD2C inh = inhibitors of human GASC-1 (JMJD2C) demethylase. GST-JMJD2C(1-420) H3K9me3 demethylation, DELFIA europium. inhibition, % at 2.35 µM. 0.069% of 330,000 active;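 active = more than half of a compound's replicate wells show inhibition beyond 50%, single wells judged on their own value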;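 also: signal counts dimethyl H3K9 product captured on neutravidin plate; 0% = median of DMSO wells and 100% = 0.3 times that DMSO median; strong numbers were not always called active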
# Target sequence (Q9H3R0 1-420 limits assumed): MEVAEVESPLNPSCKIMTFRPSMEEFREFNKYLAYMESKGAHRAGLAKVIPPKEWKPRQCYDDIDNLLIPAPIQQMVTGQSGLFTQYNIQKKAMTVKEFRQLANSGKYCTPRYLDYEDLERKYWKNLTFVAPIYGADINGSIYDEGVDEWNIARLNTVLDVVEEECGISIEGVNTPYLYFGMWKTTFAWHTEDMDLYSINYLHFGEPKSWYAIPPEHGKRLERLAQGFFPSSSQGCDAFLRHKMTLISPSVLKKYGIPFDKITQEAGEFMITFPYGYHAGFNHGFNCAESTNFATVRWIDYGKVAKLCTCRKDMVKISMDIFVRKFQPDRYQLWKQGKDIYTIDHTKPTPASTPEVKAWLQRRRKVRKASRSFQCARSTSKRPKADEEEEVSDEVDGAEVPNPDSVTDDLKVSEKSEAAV
# Efflux pump mplx = inhibitors of Candida antifungal efflux pumps expressed in yeast. S. cerevisiae Candida pump triplex, Nile Red efflux. inhibition, % at 10 µM. 0.44% of 330,000 active. AID 485275;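 active = plate passing quality check with inhibition over a set limit, or well fluorescence over plate mean plus 4 SD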;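 also: Nile Red retained in pooled yeast measured as flow cytometry median fluorescence; 0% = buffer negative control and 100% = Enniatin B positive control; higher means more Nile Red kept so more efflux inhibition; some compounds called inactive have numbers as strong as hits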
# TPT1 inh = C. albicans TPT1 enzyme inhibition | recombinant caTPT1, FP RNA substrate dephosphorylation | 0.81% of 300,000 active | inhibition, % at 5 µM;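 active = inhibition above the mean of all tested compounds plus 3 SD, set per screening campaign, cut at about 24% in these data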;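 also: plate controls were DMSO alone for no effect and ferristatin control at 100 nM for full effect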
# procasp7 counter = activates human procaspase-7, counter-screen for procaspase-3 activators. P55210. recombinant procaspase-7, Ac-DEVD-pNA absorbance 405 nm; D23A/D198A/D206A triple mutant, cannot self-cleave; scale: DMSO 0, 5 µM enzyme 100. activation, % at 8.5 µM. 0.093% of 330,000 active;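 active = percent activation above the screen-wide mean plus 3 SD, cut at about 25% in these data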
# Target sequence (P55210 whole entry D23A/D198A/D206A): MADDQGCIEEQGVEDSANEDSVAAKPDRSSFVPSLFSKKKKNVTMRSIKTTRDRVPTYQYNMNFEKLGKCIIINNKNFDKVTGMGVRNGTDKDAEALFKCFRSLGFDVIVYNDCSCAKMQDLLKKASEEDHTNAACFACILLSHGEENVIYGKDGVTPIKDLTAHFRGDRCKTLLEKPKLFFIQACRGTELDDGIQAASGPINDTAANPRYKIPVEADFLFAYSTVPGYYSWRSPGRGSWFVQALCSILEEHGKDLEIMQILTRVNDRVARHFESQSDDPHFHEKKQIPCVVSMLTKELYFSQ
#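 signal = Epi-absorbance of released pNA at 405 nm, two timepoints | assay system = Uncleavable procaspase-7 mutant enzyme | reagent = Ac-DEVD-pNA substrate, 400 µM as added | times = 1 h enzyme–compound preincubation and 2 h substrate reaction, both 25 °C | benchmarks = low DMSO alone, high DMSO plus 5 µM PC-7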
# proCasp3 act = activates human procaspase-3; activation, % at 8.5 µM; recombinant procaspase-3 D3A, Ac-DEVD-pNA absorbance 405 nm; 0.11% of 330,000 active; P42574;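 active = activation above the mean of all tested compounds plus 3 SD, cut at about 21% in these data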;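 also: 0% = DMSO alone and 100% = DMSO wells spiked with extra 5 µM PC-3 D3A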
# Target sequence (P42574 whole entry D9A/D28A/D175A): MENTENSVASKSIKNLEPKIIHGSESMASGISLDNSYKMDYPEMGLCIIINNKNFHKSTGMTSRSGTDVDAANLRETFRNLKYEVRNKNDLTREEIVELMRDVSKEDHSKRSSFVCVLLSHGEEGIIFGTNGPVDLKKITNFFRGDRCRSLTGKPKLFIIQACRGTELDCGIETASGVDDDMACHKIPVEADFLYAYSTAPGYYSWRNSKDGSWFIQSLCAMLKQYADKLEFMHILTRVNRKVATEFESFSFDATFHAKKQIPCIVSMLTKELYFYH
#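 Assay system: Procaspase-3 D3A mutant, all three cleavage aspartates alanine. Buffer or medium: Zinc-free HEPES saline buffer with Triton X-100. Times: 1 h compound preincubation, 2 h substrate hydrolysis at 25 °C. Measured by: 405 nm absorbance of p-nitroaniline, reads at 0 and 120 min. Read-out basis: percent activation relative to control range. Replicates: singlicate.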
# PP1 counter = PP1-alpha (human) inhibition in PP5 counter-screen; inhibition, % at 6.7 µM; purified PP1alpha, OMFP fluorescence; AID 2235; P62136; 0.9% of 320,000 active;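 active = inhibition above the mean inhibition of all tested compounds plus 3 SD, computed separately for each screening campaign, cut at about 15% in these data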
# PP5 inh = blocks human protein phosphatase 5 activity; P53041; AID 1987; inhibition, % at 6.7 µM; 0.18% of 320,000 active; purified PP5c, OMFP substrate fluorescence;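 active = inhibition above the campaign's mean inhibition across all tested compounds plus 3 SD, cut at about 9.5% in these data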;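 also: 0% = DMSO only and 100% = 100 µM cantharidin control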
# HCV core dimer = HCV core protein dimerization inhibition. TR-FRET GST/Flag-core106 dimerization, 1536-well. inhibition, % at 5 µM. 0.33% of 300,000 active. AID 1899;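 active = inhibition above the mean of all tested compounds plus 3 SD, set per screening campaign, cut at about 45% in these data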
#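 assay system = GST-tagged and Flag-tagged HCV core protein residues 1-106 | controls = unlabelled core106 and no-GST-core106 wells | incubation = compound-protein-antibody incubation 4 h at 22.5 °C | probe or stimulus = Eu donor and XL665 acceptor anti-tag antibodies | read-out = % inhibition based on acceptor/donor emission ratio | signal = TR-FRET 671 and 617 nm emission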
# * hit, by the source's call; x = no result given.
SMILES,CTSL1 counter,JMJD2C inh,Efflux pump mplx,TPT1 inh,procasp7 counter,proCasp3 act,PP1 counter,PP5 inh,HCV core dimer
N#Cc1cccc(CN2CCC(=O)N([C@H](CO)Cc3ccccc3)CC2)c1,-4,-110,0.1,-2,1,-2,0,1.4,-3
CCOc1cc(N2CCOCC2)c(OCC)cc1NC(=O)CCS(=O)(=O)c1ccc(Cl)cc1,-1,-5,0.1,0,0,-3,5,1.9,-4
CCC(=O)NCc1c(C)c(C)n(Cc2ccccc2)c1-n1cccc1,-3,14,-0.2,1,4,-4,0,-1.0,3
CCCCN1CCNC[C@@H]1c1ccccc1,x,-1,-0.2,x,2,5,0,0.6,x
O=C(CSc1nnc2scc(-c3ccc(Cl)cc3)n12)NCc1ccco1,-1,-1,0.0,-1,1,9,1,0.2,1
O=C1c2cccc3cccc(c23)C(=O)N1CCN1CCN(CC(O)COc2ccc3ccccc3c2)CC1 (configuration not stated),0,7,-0.2,3,7,0,-2,0.2,1
COCCNC(=O)C(c1ccncc1)N(Cc1ccccc1)C(=O)Cn1nnc2ccccc21 (configuration not stated),-1,-8,-0.1,1,7,0,-1,1.1,2
CCOC(=O)c1nc(C)nc(Sc2n[nH]c(-c3ccccc3)n2)c1C,1,13,0.0,-2,3,6,0,-1.5,3
Fc1cccc(NC(=S)Nc2cccnc2)c1,-3,2,0.0,0,-5,3,-4,-2.9,-1
COC(=O)c1cccc(CSc2nc(-c3ccccc3)c(C#N)c(=O)[nH]2)c1,-2,-6,-2.4,81*,0,-9,10,0.9,17
CC(=O)Nc1cc(C(C)C)c(O)c(C(C)C)c1,-4,5,-0.1,-1,4,-2,-3,-0.9,0
COC(=O)c1cc(Cl)c(NC(=O)/C=C/c2ccc(OC)c(OC)c2)cc1OC,2,3,-0.1,-4,-41,-14,0,6.2,0
O=C(O)c1ccc(N2C(=O)CC(N3CCC(c4nc5ccccc5[nH]4)CC3)C2=O)cc1 (configuration not stated),4,11,0.0,2,-21,-15,-5,-2.1,-7
CCCC(=O)NCCc1cc2ccc(OC)cc2[nH]c1=O,-1,-9,0.1,-3,-3,6,-3,-0.8,-2
ON1C(c2ccc(Cl)cc2Cl)N(O)[C@H]2CCCC[C@H]21 (some centres not stated),0,10,0.0,-2,9,4,-1,1.2,-1
Cc1ccc(OCCCC(=O)NNC(=O)c2ccncc2)cc1,1,10,0.1,1,20,-5,-4,-2.7,3
Cc1ccc(C(=O)N2CCN(S(=O)(=O)c3ccccc3[N+](=O)[O-])CC2)o1,1,8,-0.1,2,8,1,-2,-0.9,-8
CCOc1ccc2oc(C(=O)N3CCCN(C)CC3)c(C)c2c1,x,-6,0.1,x,2,-2,x,x,x
CSc1cccc(CN2CCC(Oc3ccc(C(=O)N4CCCCC4)cc3)CC2)c1,3,20,2.2,-2,3,12,-1,1.5,-3
C#CCCOC(=O)N1C2=NC(C(=O)OC)=C(C(=O)OC)[C@@H]3Nc4ccccc4[C@]23C[C@H]1C(=O)OC,-2,-7,x,1,-5,5,0,1.0,1
Cc1ccc(N=Nc2c(C)[nH]n(C(N)=S)c2=O)cc1,10,-9,-0.1,-23,4,2,-2,-2.5,-10
O=C(CNS(=O)(=O)c1ccc(Cl)c(C(F)(F)F)c1)NC1CCCCCC1,x,-3,-0.2,x,3,1,1,1.7,x
CCN(CC)CCCNC(=S)N(CCO)Cc1cc2cc3c(cc2[nH]c1=O)OCO3,-3,4,0.1,-2,-12,10,-5,-0.3,8
O=C(c1ccco1)N1CCN(Cc2nnc(-c3cccc(Br)c3)o2)CC1,-3,30,-0.1,-1,-3,-9,4,0.9,-9
Fc1ccc(Cn2cnc3ccccc32)cc1,-1,-11,0.0,4,5,-2,1,2.9,-1
SMILES,CTSL1 counter,JMJD2C inh,Efflux pump mplx,TPT1 inh,procasp7 counter,proCasp3 act,PP1 counter,PP5 inh,HCV core dimer
O=c1[nH]nc(SCCS(=O)(=O)c2ccc(F)cc2)n1-c1ccccc1C(F)(F)F,3,-1,0.0,-5,-17,-4,-2,-1.0,-1
CC(NC(=O)Nc1ncccn1)(C(F)(F)F)C(F)(F)F,2,-10,-0.1,0,-12,1,-1,0.3,-3
Cc1cccc(NC(=S)NC(=O)c2cccs2)n1,8,-1,0.1,-2,-4,-1,-2,0.4,2
COc1ccc(C(=O)N/C(=C\c2cn(C)c3ccccc23)C(=O)OCCN(C)C)cc1,0,-5,0.0,9,7,-9,-4,6.5,-1
N#CCCC(CCC#N)(CCC#N)c1cc[n+](CCc2ccccn2)cc1,1,-2,-0.1,1,-9,5,-3,-0.7,6
COc1ccc(OC)c(/C=N/NC(=O)C(=O)N/N=C/c2cc(OC)ccc2OC)c1,4,2,0.2,-1,-7,0,0,3.8,4
O=C(CCC(=O)OCC(=O)c1cccc([N+](=O)[O-])c1)NC1CCCCC1,-10,-5,0.1,-1,1,1,-6,1.6,6
COc1cc(/C=C(\C#N)C(=O)NC2CCCCC2)ccc1OCc1ccc(C(=O)O)cc1,-1,-16,0.0,-4,4,-4,-2,0.3,12
CCCC1=NN(c2ccc([N+](=O)[O-])cc2)C(=O)/C1=C/N(C)C,9,3,-0.4,-2,-2,-2,10,0.7,4
O=C(COC(=O)c1n[nH]c2ccccc12)NC(=O)NC1CCCC1,-9,3,0.2,2,-3,-1,-5,3.4,-1
C=CCNC(=O)CNS(=O)(=O)c1ccc(F)cc1,-1,-4,0.0,7,-6,-2,-5,1.5,3
Cn1c(Cc2ccccc2)nnc1SCC(=O)Nc1cccc(S(=O)(=O)NC2=NCCCCC2)c1,0,49,-0.2,-2,5,-5,2,-3.5,-4
COc1cccc(/C=N/Nc2nnc3c(n2)[nH]c2ccccc23)c1OC,5,3,-0.1,-4,5,-7,-1,-3.1,-2
O=C(COc1ccc(Cl)cc1Cl)Nc1ccccc1NS(=O)(=O)c1cccs1,0,0,-0.4,1,-9,1,-2,0.5,10
CN(CC(=O)OCC(=O)NC(=O)c1cccn1C)S(=O)(=O)c1ccc(Cl)cc1,-27,-6,-0.3,-4,-2,-7,1,1.6,26
CCSc1c([N+](=O)[O-])c(=O)n(-c2ccccc2)c2ccccc12,4,5,0.0,-3,-6,-9,-1,4.5,-2
COC(=O)c1cnc(N2CCCN(S(=O)(=O)c3ccccc3)CC2)nc1C(F)(F)F,6,-3,0.2,2,-7,2,1,3.1,6
CCn1cc(-c2cc(C(=O)O)on2)c(C)n1,-1,-7,0.1,3,6,2,-3,1.4,-2
O=C(NCC1CCCCC1)c1cccc(S(=O)(=O)N2CCCC2)c1,x,1,0.0,x,-8,10,-3,1.2,x
COc1cc(CN2CCC(C(=O)N3CCC(C)CC3)CC2)cc(Br)c1O,-4,-8,-0.1,2,1,1,-2,5.5,-4
CCCCn1c(SCC(=O)NCc2ccco2)nc2ccc(N3CCOCC3)cc2c1=O,2,-14,0.2,4,-23,-23,4,2.1,3
Cc1cc(N2C(=O)C(=O)/C(=C(/O)c3ccc(F)cc3)C2c2ccc(Cl)cc2)no1 (configuration not stated),-2,-3,0.2,2,-5,-15,8,-0.5,14
CC(C(=O)Nc1ccc2c(c1)OCCO2)N(c1ccccc1)S(C)(=O)=O (configuration not stated),7,-9,-0.2,-3,4,-3,0,3.1,-4
CC(C)(C)OC(=O)NCCCCc1cn(CC(=O)N2CCN(C(=O)OC(C)(C)C)CC2)nn1,1,5,0.2,-1,-2,8,-2,3.3,-2
CCOC(=O)c1c(NC(=O)COC(=O)c2nc(Cl)ccc2Cl)sc(C(=O)N(C)C)c1C,-2,-2,-0.1,-1,0,5,0,-0.4,-5
SMILES,CTSL1 counter,JMJD2C inh,Efflux pump mplx,TPT1 inh,procasp7 counter,proCasp3 act,PP1 counter,PP5 inh,HCV core dimer
CC(C)CN1CCC(=O)N(CCSc2ccccc2)CC1,-7,2,0.3,-3,-8,2,-6,-7.7,-14
Cc1cccc(NCc2ccccc2O)c1C,-4,-4,0.1,1,5,0,2,5.0,1
CCCn1c(SCC(=O)NC(C)(C)C)nnc1C(C)C,-9,-5,0.1,0,-1,-2,0,1.9,1
CNC(C)C#Cc1c(-c2cc(OC)c(OC)c(OC)c2)noc1C (configuration not stated),-1,23,-0.1,2,-4,-4,-4,3.2,3
CN(C)C1=NCCN1CCCC1CCCC1,2,8,-0.1,-1,9,7,0,-0.6,3
O=C(N/N=C/c1ccco1)c1ccc(C(=O)N/N=C/c2ccco2)o1,4,1,-0.1,4,4,-3,-1,2.4,13
N#CCN(C(=O)COC(=O)CCCNC(=O)c1ccc(Cl)cc1)c1ccccc1,x,5,-0.1,x,-4,13,0,2.3,x
CC1CCN(c2ccccc2NC(=O)c2cc3ccccc3o2)CC1,-1,1,0.0,-2,3,9,-5,2.7,0
COC(=O)c1ccc(C2c3c(oc4ccc(Cl)cc4c3=O)C(=O)N2CCN2CCOCC2)cc1 (configuration not stated),-1,0,0.0,-2,-4,3,-2,-1.4,3
Cn1cc(C(c2ccccn2)c2cn(C)c3ccccc23)c2ccccc21,0,2,57*,2,7,6,-2,1.2,12
O=C(CC(C(=O)O)c1ccc(Cl)cc1)c1ccc(Cl)c(Cl)c1 (configuration not stated),3,-28,-0.1,-1,4,0,10,-0.3,12
O=C(NCc1n[nH]c(=S)n1-c1ccc([N+](=O)[O-])cc1)c1ccc(S(=O)(=O)N2CCOCC2)cc1,4,52,0.1,1,2,-2,-6,-1.5,-2
COc1ccccc1OCC(=O)Nc1ccc(O)cc1C(=O)O,3,5,-0.1,-3,-1,7,3,1.6,-2
CC(C)n1c(SCC(=O)Nc2ccccc2N2CCOCC2)nc2c1c(=O)n(C)c(=O)n2C,3,10,-0.1,-7,8,8,-4,0.5,1
C/C(=N\NC(=O)c1cc(Cl)ccc1O)c1ccc(Br)s1,-2,3,7.6*,-2,-9,0,1,-0.6,6
CCOc1ccc(N(CC(=O)NCCSCc2ccco2)S(=O)(=O)c2ccc(F)cc2)cc1,2,-3,-0.7,-2,5,-1,2,2.3,2
O=C1NC2(CCCCCCC2)C(=O)N1Cc1ccc(F)cc1,-1,4,0.0,-2,-1,1,-1,1.7,-1
COc1ccc(C(C)=O)cc1COC(=O)Cc1n[nH]c(=O)c2ccccc12,0,1,-0.1,1,-1,5,0,2.0,-1
CCOC(=O)Cc1csc(NC(=O)c2ccc(S(=O)(=O)N3CCCC3)cc2)n1,2,6,-0.1,0,-1,5,-2,0.4,7

# Full records from above. Screens in order: CTSL1 counter | JMJD2C inh | Efflux pump mplx | TPT1 inh | procasp7 counter | proCasp3 act | PP1 counter | PP5 inh | HCV core dimer
# Results for Cc1cccc(NC(=S)NC(=O)c2cccs2)n1 : 8 | -1 | 0.1 | -2 | -4 | -1 | -2 | 0.4 | 2
# Results for CCOC(=O)Cc1csc(NC(=O)c2ccc(S(=O)(=O)N3CCCC3)cc2)n1 : 2 | 6 | -0.1 | 0 | -1 | 5 | -2 | 0.4 | 7
# Results for CCC(=O)NCc1c(C)c(C)n(Cc2ccccc2)c1-n1cccc1 : -3 | 14 | -0.2 | 1 | 4 | -4 | 0 | -1.0 | 3
